HCMV inh = qHTS Assay for inhibitors of the human cytomegalovirus (HCMV). actives 4.5% (n = 410,000). AID 1259415, 2018. activity change, negative = inhibition, % at 57.5 µM. HFF cells, HCMV-luciferase reporter, 72 h; hits give low values; in the data active means activity change below about -60%; inconclusive means no clear call, values can overlap the other calls; inactive means above about -39%
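HFF cells seeded 16 h at 37C, treated with compounds, infected with luciferase-reporter HCMV at MOI 1 PFU/cell; luciferase read at 72 h post infection, normalized to buffer-only and Salinomycin controls.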
Sm TGR inh = qHTS Assay for the Inhibitors of Schistosoma Mansoni Peroxiredoxins; Schistosoma mansoni thioredoxin glutathione reductase (TGR), Q962Y6; purified TGR, DTNB reduction, TNB absorbance 405 nm; Potency, µM (doses to about 114 µM), for inactives: at the highest dose activity change, negative = inhibition, usual class: inhibitors; actives 3% (n = 360,000); further: potency means the concentration at half of the fitted maximal effect; nearly all actives have a fitted effect of over 60% in size
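TGR 20 nM + NADPH 100 uM (dispensed conc.), cpd preinc 15 min RT; start with NADPH (500 uM addition) then DTNB (15 mM addition). Kinetic TNB absorbance, 405 nm filter. Four-parameter Hill fit across titration.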
AmpC detergent = qHTS Inhibitors of AmpC Beta-Lactamase (assay with detergent); AmpC hydrolysis of nitrocefin, absorbance 480 nm, 0.01% Triton; Potency, µM (series often up to 114 µM), inactives show at the highest dose activity change, negative = inhibition, most hits filed as inhibitors; actives 0.041% (n = 370,000); AID 485294, 2010;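 further: potency means the concentration at half of the fitted maximal effect; 0% = no-compound wells and -100% = no-enzyme wells; nearly all actives have a fitted effect of over 25% in size; some results filed as inactive show a strong effect at the top dose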
Target sequence (P00811 whole entry, looked up): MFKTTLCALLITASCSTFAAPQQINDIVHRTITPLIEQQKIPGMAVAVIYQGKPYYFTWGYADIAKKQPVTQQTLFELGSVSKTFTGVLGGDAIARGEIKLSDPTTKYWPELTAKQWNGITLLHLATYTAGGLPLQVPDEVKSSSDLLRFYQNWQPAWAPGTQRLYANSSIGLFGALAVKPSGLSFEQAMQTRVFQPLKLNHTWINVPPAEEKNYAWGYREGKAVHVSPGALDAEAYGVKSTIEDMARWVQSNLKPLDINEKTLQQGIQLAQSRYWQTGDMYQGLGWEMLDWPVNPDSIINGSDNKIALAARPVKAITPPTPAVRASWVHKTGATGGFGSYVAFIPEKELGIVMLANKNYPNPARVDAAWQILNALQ
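AmpC (5.3 nM in the dispensed reagent) in 20 mM phosphate pH 7.0 with 0.01% (detergent screen) or 0.0001% Triton X-100 was preincubated with compounds for 15 min at room temperature. Nitrocefin was then added from an 800 uM solution, and hydrolysis was followed at 480 nm.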
AmpC inh no detg = qHTS Inhibitors of AmpC Beta-Lactamase (assay without detergent); Potency, µM (doses to about 57.1 µM), for inactives: at the top dose activity change, negative = inhibition, usual class: inhibitors; actives 0.52% (n = 330,000); P00811; AmpC nitrocefin hydrolysis, absorbance 480 nm, 0.0001% Triton;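 further: potency means the concentration at half of the fitted maximal effect; plate controls were no compound for no effect and no enzyme for full effect; nearly all actives have a fitted effect of over 20% in size; some results filed as inactive show a strong effect at the top dose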
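20 mM phosphate pH 7.0 + 0.01% (detergent screen) or 0.0001% Triton X-100; 5.3 nM AmpC reagent; cpd preinc 15 min RT; nitrocefin (800 uM stock) to start; A480 q20 s × 4 min; Activity was normalised to no-enzyme and no-compound control wells.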
HCV inhibitor = qHTS Assay for Inhibitors of Hepatitis C Virus (HCV) | actives 3.4% (n = 340,000) | AID 651820, 2012 | Huh7.5.1 HCVcc-Cre infection, luciferase reporter, 44 h | Potency, µM (series often up to 41.8 µM), for inactives: top-dose activity change, negative = inhibition, usual class: inhibitors; further: potency means the concentration at half of the fitted maximal effect
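Cells seeded at 1,000/well and cultured 4 h, then compounds added followed by HCVcc-Cre virus (~0.5 moi). After 44 h further culture, luciferase substrate was added, plates held 15 min at room temperature, and luminescence read for 15 sec.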
Giardia FBPA inh = qHTS Assay for Inhibitors of Fructose-1,6-bisphosphate Aldolase from Giardia Lamblia. A8B2U2. actives 0.71% (n = 290,000). Potency, µM (titrated, usually from 59.6 µM), for the others: top-dose activity, negative = inhibition, usual class: inhibitors. purified Giardia FBPA; further: potency means the concentration at half of the fitted maximal effect; nearly all actives have a fitted effect of over 55% in size
Target sequence (A8B2U2 whole entry, looked up): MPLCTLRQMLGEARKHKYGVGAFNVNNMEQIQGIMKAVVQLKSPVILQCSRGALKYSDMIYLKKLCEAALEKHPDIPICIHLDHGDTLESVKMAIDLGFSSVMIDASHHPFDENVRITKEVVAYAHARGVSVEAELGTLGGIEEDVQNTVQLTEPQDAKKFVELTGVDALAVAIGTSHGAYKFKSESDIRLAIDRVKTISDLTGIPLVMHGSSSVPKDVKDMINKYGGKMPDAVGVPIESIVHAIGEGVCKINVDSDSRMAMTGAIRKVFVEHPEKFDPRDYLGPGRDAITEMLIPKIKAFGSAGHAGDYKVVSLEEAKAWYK
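40 nM FBPA preincubated 10 min at RT with compound (up to 57.5 uM final), then substrate plus GAPDH/TPI/NAD/arsenate coupling and diaphorase/resazurin added. Fluorescence read after 20 min at RT, 525/598 nm.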
* hit, by the source's call; u = inconclusive; x = no result given; & = joins results of further samples; [ ] = remark or other dose. Unless noted, the call rests on the fitted dose curve; in most records, active means well fitted curve in the direction sought with a large enough effect; inconclusive means small, poorly fitted or top-dose-only effect, or another doubt; inactive means no such curve, though single readings can be large; an effect the other way counts as inactive or inconclusive. Unless noted, on the % scale 0 is the no-effect control and ±100 the full control effect.

SMILES	HCMV inh	Sm TGR inh	AmpC detergent	AmpC inh no detg	HCV inhibitor	Giardia FBPA inh
CN(C)c1ccc(-c2nn3c(-c4ccc(Cl)cc4Cl)nnc3s2)cc1	x	1%	-5%	-9%	15%	1%
Cc1cnc(C(=O)OCC(=O)Nc2cccc3ccccc23)cn1	-29	x	x	-17%	-5%	x
Fc1ccc(CSc2nc3ccccc3[nH]2)cc1	52	-6%	0%	-27%	-19%	-12%
O=C(NCCN1CCN(c2ccccc2)CC1)c1cccc(Br)c1	19	9%	0%	60%[activator]	u	-1%
CC(C)C(C)(NC(=O)c1cccn(Cc2ccc3c(c2)OC(F)(F)O3)c1=O)C(N)=O (configuration not stated)	34	-5%	-11%	127%[activator]	4%	0%
Cc1c(Nc2cc(N3CCOCC3)c3nonc3c2[N+](=O)[O-])c(=O)n(-c2ccccc2)n1C	x	18µM*	-2%	-14%	x	0%
N#C/C(=C\c1c[nH]c2ccccc12)C(N)=O	-33	-20%	-5%	-17%	-31%	2%
O=C(Cn1cc(SCc2ccccc2)c2ccccc21)N1CCCCCC1	51	0%	9%	x	x	x
O=C(c1ccc2c(c1)ncn2-c1ccc(F)cc1F)N1CCC2(CC1)OCCO2	u	-2%	-2%	23%	-11%	3%
COC(=O)Cc1n[nH]c(=O)c2ccccc12	93	-4%	-3%	-28%	10%	4%
O=C(NCc1ccco1)c1cccc(N2CCCC2=O)c1	23	-6%	-1%	-5%	-4%	3%
C=CCn1c(Cc2ccc(OCC)cc2)nnc1SCC(N)=O	-4	-1%	1%	-4%	12%	1%
O=C(NCc1ccccc1F)C1CCCN1S(=O)(=O)c1ccc(F)cc1 (configuration not stated)	57	0%	-7%	25%	28%	3%
Cc1ccc(CN2CCc3nc(N4CCN(c5ccccc5F)CC4)ncc3C2)cc1C	-9	13%	13%	x	x	x
COc1ccc(C=O)c2[nH]c3c(Cl)ncnc3c12	31	-18%	0%	-10%	-16%	u
O=S(=O)(Nc1nc2ccccc2nc1Nc1ccc2c(c1)OCO2)c1ccccc1	47	-6%	-4%	-23%	u	-3%
CC(=O)Nc1c(C)ccc(CNC(=O)COc2ccc(F)cc2)c1C	u	-3%	-15%	2%	-1%	3%
O=[N+]([O-])c1ccc(N2CCCC(C(F)(F)F)C2)c2ccncc12 (configuration not stated)	-12	-25%	-9%	-6%	10µM*	u
CCNc1nc2c(c(=O)[nH]c(=O)n2C)n1CC(O)COc1ccc(Cl)cc1Cl (configuration not stated)	u	9%	10%	x	x	x
CSc1ccc(/C=C(\NC(=O)c2ccccc2)C(=O)NCCN2CCOCC2)cc1	71	8%	10%	37%	-24%	21%
COc1ccccc1C1CC(=O)Nc2cc(C)c(C)cc21 (configuration not stated)	-5	9%	-5%	-12%	u	3%
C(=C\c1ccccc1)/CNCC1CCCO1 (configuration not stated)	-30	0%	-5%	-12%	6%	-4%
O=C(N/N=C/c1ccco1)c1cccc(NC(=O)c2cccc(Cl)c2)c1	30	-20%	-2%	-39%	-8%	1%
O=C(COC(=O)c1ccccc1)NCc1ccco1	-23	-1%[11.4 µM]	-14%	-42%	25%	0%
CCC(C)c1ccccc1N1CC(C(=O)N2CCN(S(=O)(=O)c3ccccc3Br)CC2)CC1=O (configuration not stated)	-3	-5%	u	245%[activator]	-12%	x
O=C(c1ccc(NS(=O)(=O)c2cccc([N+](=O)[O-])c2)cc1)N1CCCCCC1	-2	-2%	u	-23%	u	x
CC1(C)CC(=O)C(C2C3=C(CC(C)(C)CC3=O)Oc3ccccc32)C(=O)C1 (configuration not stated)	0	5µM*	-2%	-15%	14%	2%
COc1ccc(Cl)cc1NC(=O)NC(C)C	-101*	x	1%	-14%	u	-3%
CN=CC1=C(O)C(C(=O)OC)C(C)(C)CC1=O (configuration not stated)	-19	2%	-13%	-12%	32%[activator]	5%
COc1ccc(N(CC(=O)N2CCc3ccccc32)S(=O)(=O)c2c(C)n[nH]c2C)cc1	2	-1%	-8%	51%	u	1%
O=C1CSc2ccc(S(=O)(=O)NCc3ccccc3Cl)cc2N1	-60*	1%	-7%	-45%	-15%	x
Cn1c(SCc2nc3ccccc3c(=O)[nH]2)nc2ccccc21	-34	7%	0%	-23%	-10%	0%
CCOC(=O)C1(Cc2cccc(F)c2)CCN(C(=O)Cn2cnnn2)CC1	-35	6%	-2%	1%	24%	5%
CCOC(=O)[C@H]1[C@H]2COc3ccc(C)cc3[C@@H]2N2C(=O)c3ccc(C)cc3NC(=O)[C@@]12C	-28	0%	6%	6%	-10%	x
Cc1ccc(CN2CC(C(=O)Nc3ncc(C)s3)CC2=O)cc1 (configuration not stated)	66	-3%	0%	-1%	u	x
Cc1ccc(S(=O)(=O)Nc2ccc3c(c2)CCC3)cc1	-28	-2%	u	-12%	-29%	-2%
COc1ccc(CCNC(=O)COc2ccc3c(C)cc(=O)oc3c2)cc1OC	-11	-5%	-4%	-20%	-3%	9%
Cc1ccc(C(=O)NCC(=O)N(C)Cc2cccc(F)c2)s1	-19	-2%	-9%	-8%	21%	x
Oc1ccc2ccccc2c1/C=N/Nc1ccccc1	-18	50µM*	u	-59%	-15%	u
O=C(Cc1ccc(Cl)cc1)N/N=C/c1c(Cl)cccc1Cl	-8	-17%	-16%	-23%	5%	-1%
CCCc1cc(Nc2ccc(C)cc2)n2ncnc2n1	2	-12%	1%	0%	-1%	3%
CC(=O)Nc1ccccc1-c1nc2ccccc2nc1OCC(=O)c1ccc(Cl)cc1	19	-7%	0%	-30%	-4%	2%
CN(C)C(=O)c1ccc(-n2cccn2)nc1	u	-1%	u	-19%	4%	0%
COc1ccc(C(=O)NCC(=O)N/N=C/c2c(C)[nH]c3ccccc23)cc1	-21	-9%	4%	-24%	-6%	x
O=C(O)CCN1C(=O)c2ccncc2C1=O	4	8%	-2%	-9%	9%	12%
COc1ccc(NC(=O)Nc2cccc3c2O[C@H](CN(C)Cc2ccc(-c4ccccc4)cc2)[C@@H](C)CN([C@H](C)CO)C3=O)cc1	-19	x	x	8%	u	x
CC(C)(C)c1ccc(C(=O)NC(Cc2c[nH]c3ccccc23)C(=O)OCC(=O)c2ccc(Br)cc2)cc1 (configuration not stated)	0	-1%	8%	x	x	x
CCOc1ccc(CCNC(=O)c2ccc3nc(N4CCC(C)CC4)sc3c2)cc1OCC	8	13%	9%	x	x	x
CCC(C)N1CCN(C(=O)Cc2ccccc2)CC1 (configuration not stated)	-8	8%	1%	-20%	11%	-23%
Cc1cccc(N=Nc2c(N)n[nH]c2N)c1	85	8%	0%	-31%	4%	5%
CC(O)C(NC(=O)OCc1ccccc1)C(=O)OCc1ccccc1 (configuration not stated)	-26	-27%	u	-8%	22%	x
O=C(CSc1n[nH]c(=O)[nH]c1=O)Nc1ccc(SC(F)F)cc1	-21	x	x	-31%	-4%	x
COc1ccc(OC)c(NC(=O)c2cc(CN3CCCC3)on2)c1	-16	-9%	-9%	x	x	x
COc1cccc(NC(=O)C(C)N2C(=O)c3ccccc3C2=O)c1 (configuration not stated)	9	-16%	-2%	-6%	19%	2%
CN1CCN(c2oc(/C=C/c3ccccc3)nc2C#N)CC1	67	7%	6%	68%[activator]	12%	-11%
NC(=O)CC(NC(=O)Cc1cccc2ccccc12)c1ccc(NCc2ccc(F)cc2)c([N+](=O)[O-])c1 (configuration not stated)	-5	2%	3%	-10%	-12%	2%
O=S(=O)(NCCc1csc(-c2ccc(F)cc2)n1)c1ccc(Cl)cc1	-33	5%	1%	x	x	x
CCCn1cc(CN2CCC(n3nccc3NC(=O)C(OC)c3ccccc3)CC2)c(C)n1 (configuration not stated)	2	-27%	-10%	23%	14%	5%
C=CCN1C=CC(=O)CC1	16	26%	0%	-7%	25%	9%
COc1c2ccoc2nc2c(OC)c(OCC(O)C(C)(C)O)ccc12 (configuration not stated)	-6	-24%	-1%	-1%	-16%	-8%&1%&-6%

One compound at a time (already shown). Order of values: HCMV inh | Sm TGR inh | AmpC detergent | AmpC inh no detg | HCV inhibitor | Giardia FBPA inh
CCC(C)N1CCN(C(=O)Cc2ccccc2)CC1 (configuration not stated) in the list: -8 | 8% | 1% | -20% | 11% | -23%
CC(O)C(NC(=O)OCc1ccccc1)C(=O)OCc1ccccc1 (configuration not stated) in the list: -26 | -27% | u | -8% | 22% | x

The list goes on:
SMILES	HCMV inh	Sm TGR inh	AmpC detergent	AmpC inh no detg	HCV inhibitor	Giardia FBPA inh
O=C(O)c1ccccc1CSc1nnc2c(n1)[nH]c1ccccc12	5	0%	-3%	-8%	1%	9%
COc1cc(-c2cc(=O)c3c(O)cc(O)cc3o2)ccc1O	x	-35%	7%	-51%	13µM*	-2%&5%
CCOc1ccc(C(=O)Nc2cccc(-c3nc4cc(Cl)cc(Cl)c4o3)c2)cc1	29	6%	13%	x	x	x
O=C(Nc1ccccc1N1CCN(C(=O)c2ccc(Cl)cc2)CC1)c1cccc(F)c1	18	-8%	2%	6%	-26%	x
COc1ccc(-c2c(C)c3cc(O)ccc3oc2=O)cc1OC	0	0%	-15%	-28%	u	14%
CC(C(=O)O)c1n[nH]c(=O)c2ccccc12 (configuration not stated)	-27	-11%	1%	-12%	10%	6%
COc1ccc(C2(C)NC(=O)N(CC(=O)NC3(C#N)CCCCC3)C2=O)cc1 (configuration not stated)	83	-21%	3%	-2%	14%	x
COc1ccc(/C=C/C(=O)N2CCN(S(=O)(=O)c3ccccc3)CC2)cc1OC	13	-1%	-3%	56%	-26%	12%
CN(CCc1ccccc1)Cc1c[nH]c2ccccc12	-99*	u	-8%	-16%	0%	-29%
COc1ccc(S(=O)(=O)N2CCOCC2)cc1NC(=O)CSc1nnc2c(n1)[nH]c1ccccc12	-20	u	u	33%[activator]	u	-5%
COc1ccc(Oc2coc3cc(OC(=O)/C=C/c4ccc(F)cc4)ccc3c2=O)cc1	19	-19%	-3%	-21%	32%[activator]	3%

7 structures from above, ordered by SMILES length, largest number first:
SMILES	HCMV inh	Sm TGR inh	AmpC detergent	AmpC inh no detg	HCV inhibitor	Giardia FBPA inh
COc1ccc(S(=O)(=O)N2CCOCC2)cc1NC(=O)CSc1nnc2c(n1)[nH]c1ccccc12	-20	u	u	33%[activator]	u	-5%
O=C(Nc1ccccc1N1CCN(C(=O)c2ccc(Cl)cc2)CC1)c1cccc(F)c1	18	-8%	2%	6%	-26%	x
COc1ccc(/C=C/C(=O)N2CCN(S(=O)(=O)c3ccccc3)CC2)cc1OC	13	-1%	-3%	56%	-26%	12%
O=C(O)c1ccccc1CSc1nnc2c(n1)[nH]c1ccccc12	5	0%	-3%	-8%	1%	9%
COc1cc(-c2cc(=O)c3c(O)cc(O)cc3o2)ccc1O	x	-35%	7%	-51%	13µM*	-2%&5%
COc1ccc(-c2c(C)c3cc(O)ccc3oc2=O)cc1OC	0	0%	-15%	-28%	u	14%
CN(CCc1ccccc1)Cc1c[nH]c2ccccc12	-99*	u	-8%	-16%	0%	-29%
